E-sel TNF inh: blocks E-selectin expression induced by TNF alpha; HUVEC TNFa-induced E-selectin immunofluorescence, high content; inhibition, % at 2 µM; 120,000 compounds, 0.71% hits; AID 1246;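 active = inhibition above the batch mean plus 3 SD, and confirmed as a hit on visual image review, cut at about 43% in these data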;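 note: 0% = TNF-stimulated DMSO wells and 100% = unstimulated control wells; not every result past the cut was called active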
Starred values were filed as active, the others as inactive.

SMILES | E-sel TNF inh
O=C(N/N=C/c1ccc(O)cc1)Nc1cccc2nsnc12 | 14.4
CCCCc1nc2ccccc2[nH]1 | -13.3
CCN(CC)S(=O)(=O)c1cccc(C(=O)Nc2ccc3c(c2)OCO3)c1 | 25.6
CCOC(=O)c1c(NC(=O)C2CC(Cl)=CCC2C(=O)O)sc2c1CC(C)(C)OC2 (stereo not given) | -11.2
COc1cc2c(cc1NC(=O)COC(=O)c1ccccc1)oc1ccccc12 | 20.2
Cc1cc(S(=O)(=O)N2CCCC(C(=O)Nc3ccc(C(=O)O)cc3)C2)ccc1Cl (stereo not given) | -30.4
Cc1ccc2nc(N/C(=N/S(=O)(=O)c3ccc(F)cc3)c3ccccc3)sc2c1 | -0.5
COc1nccnc1NS(=O)(=O)c1ccc(NC(=O)c2cccc(C)c2)cc1 | 2.1
Cc1ccc(C2=Nc3ccccc3N=C(C(Cl)Cl)C2)cc1 | -18.1
CC(=O)c1cc(C#N)c(SCc2ccc([N+](=O)[O-])cc2)nc1C | -35.9
CN(c1ccc(O)cc1)c1nc(-c2cccs2)cs1 | -17.1
COc1ccc(/C=C/c2ccc(=O)n(Cc3ccccc3)n2)cc1 | 8.9
O=C(CN1CCOCC1)N1CCN(c2ccc([N+](=O)[O-])cc2)CC1 | -13.6
CCCNC(=O)C(=O)NCC1CCCN1CC (stereo not given) | -10.2
CCCCn1c(NCc2ccncc2)nc2ccccc21 | -1.7
CC(C(=O)Nc1ccc(OCc2ccccc2)cc1)N1CCCC1 (stereo not given) | -41.2
Cc1ccc(-c2csc3nc4c5ccccc5c(NCCCN(C)C)nn4c(=O)c23)cc1 | -13.2
O=C(OCc1nc2ccccc2s1)c1ccc(Br)o1 | -4.9
COc1ccc(C(=O)N2CCOC2CNC(=O)C(=O)NCc2ccc(Cl)cc2)cc1 (stereo not given) | -10.0
CN(C(=O)COC(=O)c1ccc2ccccc2n1)C1CCS(=O)(=O)C1 (stereo not given) | 44.4
O=[N+]([O-])c1ccc(N2CCN(S(=O)(=O)c3ccccc3)CC2)c2cccnc12 | 25.9
CC(Nc1ccccc1CO)C(=O)Nc1cccc(Cl)c1Cl (stereo not given) | -30.8
COc1ccc(NC(=O)c2sc3nc(C)nc(N4CCOCC4)c3c2C)c(OC)c1 | 5.6
CC1CCCC(NC(=O)CN(C)S(=O)(=O)c2cnc[nH]2)C1C (stereo not given) | 14.2
Cc1cccc(CCN=c2c([N+](=O)[O-])nn(-c3ccccc3)n2O)c1 | -23.2
COC(=O)C(Cc1ccccc1)NC(=O)c1cc(S(=O)(=O)N(C)C)ccc1Cl (stereo not given) | -15.7
Cc1cc(C)cc(NC(=O)Cn2nnc3ccccc3c2=O)c1 | -39.5
COCc1c(C(=O)OC/C(O)=C(\C#N)c2nc3ccccc3[nH]2)oc2ccccc12 | -0.6
COc1ccc(C(C)=O)cc1CSCC(=O)O | -3.0
CCCOC1CCCN(Cc2cn(C)nc2-c2ccccc2F)C1 (stereo not given) | 0.3
S=c1[nH]cnc2sc(-c3ccccc3)cc12 | -7.7
C[C@@H]1O[C@@H](O[C@H]2[C@H](Oc3cc(O)c4c(c3)O[C@H](c3ccc(O)cc3)CC4=O)O[C@H](CO)[C@@H](O)[C@@H]2O)[C@H](O)[C@H](O)[C@H]1O | -3.3
COc1cc(CO)c(Br)cc1OCC(=O)Nc1ccccc1C | -10.7
O=c1cc(O)c2sc3nc(C(F)(F)F)c4c(c3c2[nH]1)CCCCC4 | 8.8
CCOc1ccccc1N1CCN(CC(=O)N(CC(C)C)c2c(N)n(CC(C)C)c(=O)[nH]c2=O)CC1 | -3.4
Nc1nc2nccc(-c3ccccn3)n2n1 | 7.2
Cc1c(C(=O)NCCCN2CCOCC2)oc2ccc(S(=O)(=O)N3CCOCC3)cc12 | 2.9
Cc1c(Cl)cccc1-n1c(SCC(=O)N2CCC(C(=O)O)CC2)nnc1-c1ccncc1 | -44.8
CSCCC(=O)N1CCCC(CNC(=O)c2ccccc2Cl)C1 (stereo not given) | 3.7
c1ccc(C2NCCc3ccccc32)cc1 (stereo not given) | 10.6
CCC(C)(C)n1nnnc1C(c1cccnc1)N1CCC(Cc2ccccc2)CC1 (stereo not given) | -25.5
CCCNC(=O)CSc1nc2ccccc2c(=O)n1CCC | 1.6
O=C(c1ccc(Cl)cc1)C1CCCN(Cc2cccn2-c2cccnc2)C1 (stereo not given) | -10.1
CCCCN(C(=O)Cc1cccc(F)c1)c1c(N)n(CCC)c(=O)[nH]c1=O | -38.2
CC1C=CCC2C(=O)N(c3ccccc3OC(=O)c3cccs3)C(=O)C12 (stereo not given) | -34.6
CCOC(=O)NC(=O)/C(C#N)=C(/C)N(C)C | 40.5
CN(C(=O)COC(=O)c1cc([N+](=O)[O-])ccc1Sc1ccccc1)C1CCS(=O)(=O)C1 (stereo not given) | 8.7
Cc1c2c(nc3ccccc13)CCC(C(C)(C)C)C2 (stereo not given) | -14.1
Cc1c(C(=O)N2CCCCC2C)sc2ncnc(N3CCc4ccccc4C3)c12 (stereo not given) | 0.9
C/C(=C/C#N)Nc1ccc(C)cc1 | -35.6
Cc1ccc(C)c(NC(=S)NCCN(C2CCCCC2)C2CCCC2)c1 | -0.6
CC(C)C(c1nnnn1C1CCCC1)N1CCC(C(N)=O)CC1 (stereo not given) | -10.1
COc1ccc(N(CC(=O)Nc2ccc(F)cc2)S(=O)(=O)c2ccccc2[N+](=O)[O-])c(OC)c1 | -3.4
CC(=O)N1CCN(S(=O)(=O)c2cccc(C(=O)Nc3ccc4c(c3)OCO4)c2)CC1 | -6.9
N/C(=N\OC(=O)N1CCOCC1)c1ccc(Br)cc1 | -58.0
OCCN(CCO)c1ccc2ccccc2c1 | -1.2
CC1=C(C)CC(C(=O)N2CCN(Cc3ccc4c(c3)OCO4)CC2)C(C(=O)O)C1 (stereo not given) | -20.0
CCC(C)n1c(=N)c(C#N)cc2c(=O)n3cccc(C)c3nc21 (stereo not given) | 14.4
O=C(CSc1nc2nc(-c3cccs3)cc(C(F)(F)F)c2c(=O)[nH]1)Nc1ccc(F)c(F)c1 | -32.1
Cc1cc2ccccc2n1CCC(=O)O | 1.3

A run of entries from further up, as a working copy:
SMILES | E-sel TNF inh
O=C(c1ccc(Cl)cc1)C1CCCN(Cc2cccn2-c2cccnc2)C1 (stereo not given) | -10.1
CCCCN(C(=O)Cc1cccc(F)c1)c1c(N)n(CCC)c(=O)[nH]c1=O | -38.2
CC1C=CCC2C(=O)N(c3ccccc3OC(=O)c3cccs3)C(=O)C12 (stereo not given) | -34.6
CCOC(=O)NC(=O)/C(C#N)=C(/C)N(C)C | 40.5
CN(C(=O)COC(=O)c1cc([N+](=O)[O-])ccc1Sc1ccccc1)C1CCS(=O)(=O)C1 (stereo not given) | 8.7
Cc1c2c(nc3ccccc13)CCC(C(C)(C)C)C2 (stereo not given) | -14.1
Cc1c(C(=O)N2CCCCC2C)sc2ncnc(N3CCc4ccccc4C3)c12 (stereo not given) | 0.9
C/C(=C/C#N)Nc1ccc(C)cc1 | -35.6
Cc1ccc(C)c(NC(=S)NCCN(C2CCCCC2)C2CCCC2)c1 | -0.6
CC(C)C(c1nnnn1C1CCCC1)N1CCC(C(N)=O)CC1 (stereo not given) | -10.1
COc1ccc(N(CC(=O)Nc2ccc(F)cc2)S(=O)(=O)c2ccccc2[N+](=O)[O-])c(OC)c1 | -3.4
CC(=O)N1CCN(S(=O)(=O)c2cccc(C(=O)Nc3ccc4c(c3)OCO4)c2)CC1 | -6.9
N/C(=N\OC(=O)N1CCOCC1)c1ccc(Br)cc1 | -58.0
OCCN(CCO)c1ccc2ccccc2c1 | -1.2
CC1=C(C)CC(C(=O)N2CCN(Cc3ccc4c(c3)OCO4)CC2)C(C(=O)O)C1 (stereo not given) | -20.0

(further entries)
SMILES | E-sel TNF inh
O=C(COc1nncc2ccccc12)Nc1c(F)c(F)c(F)c(F)c1F | -15.2
COc1cc(/C=N/NC(=O)c2ccc(CN(C)S(=O)(=O)c3ccc(C)cc3)cc2)ccc1O | 13.2
COc1ccc(Cn2c(C(F)(F)F)ccc(C(N)=O)c2=O)cc1 | -32.2
O=C(NNC1=NS(=O)(=O)c2ccccc21)C1CC(=O)N(c2ccccc2)C1 (stereo not given) | -2.6
Cc1ccc(NC(=O)CN(C)CC(=O)Nc2ccccc2C(=O)Nc2ccccc2)cc1 | -34.0
CCCCC(=O)Nc1cccc(C(=O)Nc2ccccc2C(=O)O)c1 | -4.4
COc1ccc(CNC(=O)/C=C/c2ccco2)cc1OC | -2.2
O=C(CSc1ccsc1[N+](=O)[O-])N1CCCCC1 | 4.2
CC(=O)c1c(N2CCN(c3ccccn3)CC2)nc(=S)n(-c2ccccc2)c1C | -22.6
CCOc1cc(/C=N\NC(=O)OC(C)(C)C)ccc1OC(=O)c1ccco1 | -18.3
CC(C)c1ccc(CNc2c([N+](=O)[O-])c(=O)oc3ccccc23)cc1 | 20.0
O=C(O)c1cc(Sc2ccc(Br)cc2)nc2ccccc12 | 25.9
COc1ccc(/C=C/CN2CCC(CO)(Cc3ccccc3Cl)CC2)cc1 | 1.8
O=C(O)/C=C\C(=O)Nc1cccc(NC(=O)c2ccccc2)c1 | -15.2
Cc1ccc(CNC(=O)c2cccnc2Cl)cc1 | -5.8
O=C(NCCCn1ccnc1)c1nn2c(C(F)(F)F)cc(-c3ccccc3)nc2c1Cl | -10.2
CCOC(=O)/C(C#N)=C/c1cn(CCC(=O)O)nc1-c1ccc(Br)cc1 | -6.8
COC(=O)CC(NC(=O)c1cccs1)c1ccc(OC)c(OC)c1 (stereo not given) | -13.3
Cc1cccc(C)c1NC(=S)N(CCN(C)C)Cc1cccs1 | -5.1
O=c1c(Cl)c(N2CCOCC2)cnn1-c1nc2ccccc2[nH]1 | 41.8
NC(=O)c1ccsc1NC(=O)c1ccc(S(=O)(=O)N2CCCC2)cc1 | -81.4
Cc1cc(OCC(=O)Nc2nnc(C3CC3)s2)ccc1[N+](=O)[O-] | -23.8
Cc1nc(N2CCOCC2)nc2c1CCC2 | 7.3
Cc1nn(CC(=O)OCCOc2ccc(Br)cc2)c(C)c1[N+](=O)[O-] | 38.0
Cc1ccc(C(=O)N2CCCC(CCC(=O)N3CCN(c4ccccn4)CC3)C2)s1 (stereo not given) | -19.5
CN(C)c1ccc(C(=S)N2CCN(C(=S)Nc3cccc4ccccc34)CC2)cc1 | -11.7
CCN(CC)CCCNC(=O)CSc1nc(-c2ccc(F)cc2)cc(C(F)(F)F)n1 | 19.9
CN(C)S(=O)(=O)c1ccc(C(=O)NCC(=O)N/N=C/c2ccccc2)cc1 | -7.8
Cn1c(SCC(=O)Nc2cccc(S(=O)(=O)NC3=NCCCCC3)c2)nnc1-c1ccccc1 | -14.7
CCOC(=O)CC1COc2ccccc2N1C(=O)c1ccc(F)cc1 (stereo not given) | 3.6
COC(=O)c1cc2occc2n1Cc1cccc(C)c1 | -0.3
Cn1c(=O)n(C)c2cc(/C=N/NC(N)=S)ccc21 | -42.1
Cc1cc2nnc(SCC(=O)NCC3CCCO3)n2c2ccccc12 (stereo not given) | -12.0
CN(C(=O)COC(=O)/C=C/c1cn(-c2ccccc2)nc1-c1ccc2c(c1)OCCO2)C1CCS(=O)(=O)C1 (stereo not given) | -1.8
CCN(CC)C(=O)Cn1cc(C(=O)C(=O)N2CC=C(c3ccccc3)CC2)c2ccccc21 | 2.7
O=C(O)CC(Cc1ccc(Cl)cc1)C(=O)Nc1ccc([N+](=O)[O-])cc1 (stereo not given) | 12.7
Cc1ccc(NC(=O)COC(=O)CCc2ccc(S(=O)(=O)N3CCOCC3)cc2)cc1F | -21.4
CCOC(=O)N1CCC(NC(=O)C2CCN(S(=O)(=O)c3ccc4c(c3)oc(=O)n4C)CC2)CC1 | -29.3
Cc1cc(C(=O)COC(=O)c2ccc(Br)o2)c(C)n1C | -0.1
C/C(Cl)=C\COc1cc(C)nc2c(Br)cccc12 | 12.6
COc1ccc2[nH]c(C)c(CCNC(=S)Nc3ccccc3OC)c2c1 | -27.3
COc1ccc(/C=C/C(=O)N(Cc2ccccc2)c2ccccn2)cc1OC | 4.2
COc1ccc(N2CCN(C(c3cccs3)C(C)NC(=O)c3ccc4c(c3)OCO4)CC2)cc1 (stereo not given) | 6.5
O=C(CN1CCCc2ccccc21)Nc1ccccc1[N+](=O)[O-] | -4.0
CC(C)CNC(=O)Cn1c(=O)c2c(ncn2CC(C)C)n(Cc2ccccc2)c1=O | -5.9
NC(=O)c1c(NC(=O)Cn2cc([N+](=O)[O-])cn2)sc2c1CCCC2 | 7.6
CCOc1ccc(/C=C2/Sc3ccc(C(=O)N4CCN(C(=O)c5ccco5)CC4)cc3N(C)C2=O)cc1OC | 8.8
O=C1N=C2N(CCN3CCCCC3)c3ccccc3N2/C1=C\c1ccc([N+](=O)[O-])o1 | 10.4
COc1ccc(-n2c(=O)/c(=C\c3cccs3)s/c2=C(/C#N)C(=O)NCCN2CCOCC2)cc1 | -48.4
CC12CCC(C/C1=N/O)C2(C)C (stereo not given) | 3.6
O=S1(=O)N=C(N/N=C/c2ccc(Br)o2)c2ccccc21 | -11.5
COC(=O)c1sc(-c2ccccc2)cc1NC(C)=O | 7.2
COc1ccc(-c2csc(Nc3ccc(C)cn3)n2)cc1OC | -1.7
Cc1c(C(=O)N2CCN(c3cccc(Cl)c3)CC2)cccc1[N+](=O)[O-] | -11.5
COc1ccc(CCc2nnc(CCC(=O)NCCc3ncccc3C)o2)cc1 | -7.4
CCCS(=O)(=O)N1CCC(CCOc2ccccc2)(C(=O)OCC)CC1 | -12.3
Cc1ccc(/C=N/NC(=O)Cn2ccc(C(F)(F)F)n2)o1 | -13.9
CCC(=O)Nc1cccc(NC(=O)c2ccccc2Cl)c1 | -17.0
COc1ccc(NC(=O)CCNS(=O)(=O)c2ccc3c(c2)c(=O)n(C)c(=O)n3C)cc1OC | -38.9
COc1ccc(CCNC(=O)C2Cc3ccccc3C(=O)O2)cc1 (stereo not given) | 15.7

More records follow.
SMILES | E-sel TNF inh
CC(C)OC(=O)CCC(=O)Nc1ccc(F)cc1 | -20.9
COCCNC(=O)NC(=O)CN1CCCc2ccccc21 | -10.6
O=C(COC(=O)Cn1cnc2ccccc2c1=O)Nc1ccc2c(c1)OCO2 | 13.5
Cc1cc(C(=O)N2CCc3c([nH]c4ccccc34)C2c2cccc(Cl)c2)nn1C (stereo not given) | -21.0
CN(C)c1ccc(C=C2C(=O)OC(C)(C)OC2=O)cc1 | -17.6
CC(C)(C)c1ccc(-c2ncccc2O)cc1 | 7.1

Only part of the results is shown, so the mix of outcomes need not match the whole.
